esBAF inh: SWI/SNF esBAF complex inhibition; 350,000 compounds, 2% hits; reporter increase, % at 12.5 µM; mouse ES cells, Bmi1-luciferase knock-in reporter, 24 h; 100% = twice the neutral-well signal; in the data active means activation above about 40%;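 further: 0% = median of the plate's neutral control wells and 100% = double that signal; a rise in the Bmi1 reporter signal indicates esBAF inhibition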
E-sel inducer: induces E-selectin expression in human endothelial cells. HUVEC E-selectin immunofluorescence imaging; normalized: neutral wells 0, TNF-alpha wells 100. activation, % at 7.58 µM. 260,000 compounds, 0.37% hits;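 active means mean E-selectin-positive cell signal at least 10% of the positive control, reached in at least 60% of replicates, without over 20% cell loss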;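 further: in these data hits start at about 27%; measured in HUVEC primary endothelial cells; signal is the percent of cells scored E-selectin positive by PE staining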
Target sequence (P16581 whole entry, looked up): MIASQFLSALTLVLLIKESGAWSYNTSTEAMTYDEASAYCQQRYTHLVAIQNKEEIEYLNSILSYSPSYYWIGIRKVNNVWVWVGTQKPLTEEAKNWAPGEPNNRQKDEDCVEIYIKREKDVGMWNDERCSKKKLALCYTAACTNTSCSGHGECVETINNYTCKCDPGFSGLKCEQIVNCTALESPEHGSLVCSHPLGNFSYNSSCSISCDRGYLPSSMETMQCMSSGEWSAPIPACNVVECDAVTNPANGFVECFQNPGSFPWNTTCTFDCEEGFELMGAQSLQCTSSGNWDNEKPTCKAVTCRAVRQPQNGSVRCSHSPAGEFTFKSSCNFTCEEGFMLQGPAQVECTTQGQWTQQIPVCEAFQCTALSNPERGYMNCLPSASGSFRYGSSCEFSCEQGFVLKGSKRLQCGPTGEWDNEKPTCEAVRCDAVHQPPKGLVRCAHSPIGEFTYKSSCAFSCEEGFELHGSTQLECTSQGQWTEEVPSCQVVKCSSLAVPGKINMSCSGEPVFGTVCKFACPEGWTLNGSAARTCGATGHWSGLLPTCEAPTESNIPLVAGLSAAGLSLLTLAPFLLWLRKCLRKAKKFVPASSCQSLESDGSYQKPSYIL
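System: HUVEC / Compound: single concentration / Signal: immunofluorescence imaging / Read-out: percent E-selectin-positive cells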
RAD54 inh: inhibitors of human RAD54 branch migration; 360,000 compounds, 0.14% hits; Q92698; inhibition, % at 10.4 µM; AID 602329; RAD54 Holliday junction branch migration, FAM/BHQ fluorescence;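 active means mean normalized replicate activity at least 40 and at least half of replicates scoring 40 or more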;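 further: 0% = median of neutral control wells and 100% = median of positive control wells; inhibitors cause a drop in the FAM fluorescence signal; in these data hits start at about 50%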
S100A4 MyoIIA: blocks human S100A4 binding to myosin IIA peptide; P26447; S100A4/TAMRA-MyoIIA peptide fluorescence polarization; inhibition, % at 10.7 µM; 360,000 compounds, 0.14% hits; AID 652163;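 active means mean inhibition of at least 70% across replicates, with every replicate also reaching that level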
Target sequence (P26447 whole entry, looked up): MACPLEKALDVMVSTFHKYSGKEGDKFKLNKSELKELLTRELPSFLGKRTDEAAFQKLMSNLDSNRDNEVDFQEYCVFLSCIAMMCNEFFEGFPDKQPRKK
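incubation = readout 5 min after mixing, signal stable up to 60 min | system = S100A4 monomer protein | buffer or medium = HEPES pH 7.2 with CaCl2, KCl, NaCl, DTT, Triton | benchmarks = neutral control DMSO, positive control TFP | also added = fluorescent myosin IIA peptide, 5 nM | compound dosing = one concentration per compound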
EWS-Fli block: inhibitors of EWS/Fli oncoprotein transcriptional activity; A673 NR0B1-luciferase reporter, viability-normalised; inhibition, % at 12.6 µM; 350,000 compounds, 0.67% hits; AID 651661;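 active means mean inhibition of at least 50% after viability correction, with every replicate also passing that limit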;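 further: firefly luciferase signal divided by Alamar Blue viability fluorescence both relative to DMSO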
XiGFP reactiv: activators of X-chromosome reactivation in mouse fibroblasts | 360,000 compounds, 0.055% hits | activation, % at 7.58 µM | XiGFP mouse fibroblasts, % GFP-positive cells imaging, 3 d; cells co-treated with 5-aza-dC sensitizer; scaled so ellipticine positive control = 100%;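 active means mean normalized replicate activation at least 10% and every replicate at or above 10%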;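 further: 0% = median of on-plate neutral control wells and 100% = ellipticine 6 µM median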
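System: XiGFP fibroblasts, SV40-immortalized. Medium: DMEM plus 5-aza-dC sensitizer. Doses: single point. Timing: 3 d treatment, 15 min room-temperature fixation. Control set: ellipticine 6 µM.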
FN deposition inh: fibronectin deposition inhibition | AH1F fibroblasts, Alexa488-fibronectin deposition fluorescence, overnight | inhibition, % at 12.6 µM | 350,000 compounds, 0.086% hits;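 active means mean inhibition across replicates of 30% or more, regardless of how many single replicates reach that level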;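 further: positive control wells lacked labelled fibronectin entirely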
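Schedule: 1 h cell adhesion before compound, then overnight fibronectin incubation; test system: AH1F fibroblast monolayer depositing Alexa488-labelled fibronectin into matrix; quantity: 10000 AH1F cells per well; probe or stimulus: fluorescent fibronectin at 24 nM final; signal: fluorescence, ex 485 nm, em 525 nm; evaluation: percent inhibition as loss of matrix-bound fibronectin fluorescence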
RAD52 inh: RAD52 (human) annealing inhibition | P43351 | recombinant RAD52 DNA annealing, FRET fluorescence | inhibition, % at 18.7 µM | 360,000 compounds, 0.46% hits;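 active means every replicate showing at least 50% inhibition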
An asterisk follows results filed as active; . = not tested or not shown; & = joins results of further samples. Rows are unselected. About 3% of those tested had a hit in this group.

Sequence of screens: S100A4 MyoIIA, XiGFP reactiv, E-sel inducer, RAD54 inh, FN deposition inh, RAD52 inh, esBAF inh, EWS-Fli block
CCNc1ccccc1CP(=O)(c1ccccc1)c1ccccc1O (stereo not given)
  30, 0.0, -0.2, ., -1, -36, ., -21
CC1(C)OC2COC(c3[nH]nc4c(=O)[nH]c(=O)[nH]c34)C2O1 (stereo not given)
  11, 0.0, -0.1, 3, 14, 4, 7, 1
C[C@H]1CN([C@@H](C)CO)C(=O)c2cccc(NC(=O)CCCCCC(=O)Nc3ccccc3N)c2O[C@H]1CN(C)Cc1ccc(C(F)(F)F)cc1
  7, -1.3, 0.0, ., 5, 20, ., 2
COc1ccc(S(=O)(=O)Nc2ccc3c(c2)C(=O)N([C@@H](C)CO)C[C@H](C)[C@H](CN(C)C(=O)NC2CCCCC2)O3)cc1
  7, -0.2, 0.1, -3, -11, 8, -4, -4
CC(CCc1ccccc1)NC(=O)CCNC(=O)c1ccccc1Cl (stereo not given)
  20, 0.0, ., 3, 8, -3, -8, -1
O=C(CN1C(=O)NC2(CCCCCCC2)C1=O)Nc1c(Cl)cccc1Cl
  2, 0.0, -0.4, -2, 8, -8, -3, 11
Cc1nnc(NC(=O)CSc2nc(N)c(NC(=O)c3cccs3)c(=O)[nH]2)s1
  -1, -0.1, 2.1, 2, 0, -13, -4, 12
CC1CC2c3cccc(C(=O)O)c3C(=O)N2c2ccc(Cl)cc21 (stereo not given)
  -3, 0.1, 2.3, -5, 0, 4, 0, 1
COc1ccc2oc(C(=O)OCC(=O)Nc3ccc(C)c(S(=O)(=O)N4CCOCC4)c3)c(C)c2c1
  0, 0.1, ., 1, -5, -48, 79*, 0
C[C@@H]1CN([C@@H](C)CO)C(=O)c2cccc(NC(=O)C3CCCCC3)c2O[C@H]1CN(C)Cc1ccc(Oc2ccccc2)cc1
  -6, -0.1, 0.1, -17, ., -4, 1, 10
CC(=O)c1cccc(NC(=O)CN(C)S(=O)(=O)c2ccccc2)c1
  2, 0.0, ., 5, 6, -11, 34, -14
Cc1cccc(N2C(=O)C(O)=C(C(=O)c3cccs3)C2c2ccc(F)cc2)n1 (stereo not given)
  -7, 0.1, ., -4, -8, -13, -2, 2
Cc1ccc(C(=O)N2CCC(C(=O)Nc3cccc([N+](=O)[O-])c3)CC2)cc1
  -8, -0.1, -0.1, -11, 3, -10, -1, 9
CC(C)c1ccc(C(O)Cc2nc3ccccc3n2C)cc1 (stereo not given)
  0, -0.1, 0.5, ., 2, -14, ., -56
CC(C)(C)N(Cc1ccccc1)C(=O)COC(=O)/C=C/c1ccc2c(c1)OCO2
  -2, 0.3, 1.0, 12, -2, 5, -2, 2
CCn1c(C)c(C)c2cc(C(=O)NCCCN3CCCCC3)ccc21
  -48, 0.0, 2.3, -1, 6, -7, -1, .
CNC(=O)C[C@@H]1CC[C@H]2[C@@H](COC[C@H](O)CN2C(=O)Nc2ccc3c(c2)OCO3)O1
  -5, 0.8, 0.0, 1, -11, -16, 5, .
COc1ccc(CC(=O)Nc2cccc(C(C)=O)c2)cc1S(=O)(=O)N1CCOCC1
  2, 0.0, 0.4, -1, 4, -3, -6, 0
CC(=O)Oc1ccc2nc(/C=C/c3ccccc3)oc(=O)c2c1
  -3, -0.1, 0.0, 3, 2, -14, -11, -8
COc1cccc(C(=O)/C=C/c2ccc(SC)cc2)c1
  -22, ., ., -8, ., -4, 1, -46
Cc1cc(-n2cnc(-c3cn[nH]c3C)n2)no1
  -2, -0.1, 11, 3, -1, -17, ., -31
CNC[C@H]1Oc2ccc(NS(C)(=O)=O)cc2C(=O)N([C@@H](C)CO)C[C@@H]1C
  2, -0.1, -1.5, -3, ., 7, 0, -3
CC1(c2nnnn2-c2ccc3c(c2)OCCO3)CCC(=O)N1CCOc1ccccc1 (stereo not given)
  -1, 0.0, -0.1, ., 3, -9, ., -9
O=S(=O)(c1cccc(F)c1)N1CC[C@@H]2[C@H](CO)Nc3ccc(C#Cc4cccc(F)c4)cc3[C@@H]21
  ., 0.2, 2.4, -3, -8, ., -9, 2
CCCNC(=O)Nc1ccc2c(c1)OC[C@H](C)N(CC1CCCC1)C[C@@H](C)[C@H](OC)CN(C)C2=O
  4, -0.2, -0.2, 5, -17, 14, 6, -2
COc1cccc(-c2cc3nc(C)cc(N4CCN(C(=O)c5ccoc5)CC4)n3n2)c1
  -8, 0.1, 1.1, 38, -2, -7, 1, -7
Cc1nc(CC(=O)c2ccc(O)c(C)c2O)cs1
  -2, -0.1, ., -1, -11, -3, ., -23
O=C(c1ccccc1)C(CN1CCCCC1)c1ccccc1 (stereo not given)
  -3, 0.7, -0.4, -4, -4, -3, ., 69*
CC(C)(C)CC(C)(C)N=C1Nc2cc(Cl)c(Cl)cc2NC12C[C@H]1CCC(=O)N3CC[C@@H](C2)[C@@H]13 (stereo not given in full)
  3, 0.4, -0.1, 12, -3, -6, 4, 8
O=C(N[C@@H]1CC[C@@H](CC(=O)N2CCN(c3ccccc3)CC2)O[C@H]1CO)c1ccccc1
  11, -0.6, -0.5, 2, ., -5, -9, 5
CC(C)NC(=O)N(C)C[C@@H]1Oc2cc(Br)ccc2S(=O)(=O)N([C@H](C)CO)C[C@H]1C
  2, 0.3, -0.8, 0, -9, 1, 15, -23
COc1cccc(CNc2nc(SC)ncc2CO)c1
  -4, 0.1, ., ., 6, -6, ., 8
Cc1ccc(CNC(=O)C2CCCN2C(=O)Nc2ccc(F)cc2)cc1 (stereo not given)
  -8, 0.1, 2.5, -3, 1, -26, -3, 6
CCOC(=O)c1c(NC(=O)CCS(=O)(=O)c2ccccc2)sc2c1CCN(C(C)C)C2
  -10, 0.0, -0.5, 11, ., 16, -2, .
CCc1ccccc1NC(=O)NC1CCCCCCC1
  0, 0.1, ., 7, 9, -13, 6, -7
C[C@H]1CN([C@@H](C)CO)C(=O)c2cccc(NC(=O)Nc3ccccc3)c2O[C@H]1CN(C)Cc1ccncc1
  -4, 0.3, 0.0, 6, ., 4, -2, 8
Cc1ccc(-c2cnco2)cc1
  -3, 0.1, ., ., -2, -13, -11, 1
COc1ccc(-c2cc(C)no2)cc1S(=O)(=O)NCCc1ccco1
  -5, 0.0, 0.6, 3, -1, -22, -3, .
COc1ccc(NC(=O)Nc2ccc3c(c2)[C@@H]2C[C@@H](CC(=O)N4CCc5ccccc5C4)O[C@@H](CO)[C@@H]2O3)cc1
  -42, 0.3, 0.3, 2, -8, -3, 12, 6
CCC(=O)N(C)C[C@H]1Oc2cc(-c3ccncc3)ccc2S(=O)(=O)N([C@H](C)CO)C[C@H]1C
  12, -1.3, -0.1, 1, -20, 7, -4, -8
CCCNC(=O)C1(C)CCCN(C(=O)Cc2ccc(OC)cc2)C1 (stereo not given)
  8, 0.1, 0.1, -5, -1, -6, 1, -5
Cc1ccc(Cn2nnc3c(=O)[nH]c(C4CCN(S(=O)(=O)c5ccccc5F)CC4)nc32)cc1
  33, 0.0, 0.1, -1, 5, -12, -7, 3
C[C@@H]1CN([C@H](C)CO)C(=O)Cc2cc(NC(=O)Nc3cccc4ccccc34)ccc2O[C@H]1CN(C)S(=O)(=O)c1ccc(Cl)cc1
  -1, -0.6, 0.2, 0, -3, -3, 0, 18
CCCCOc1ccc(NC(=O)CN2CCN(Cc3ccccc3)CC2)cc1
  0, 0.0, ., -1, -3, 4, 2, 7
O=C(COC(=O)c1n[nH]c(=O)c2ccccc12)Nc1cccc(S(=O)(=O)N2CCOCC2)c1
  -3, 0.0, ., 4, 8, -11, 1, 6
CCCC(NCC(=O)Nc1ccccc1C(=O)NC1CC1)c1ccccc1 (stereo not given)
  -1, 0.1, ., -2, 1, -1, -6, 4
COc1ccc(-n2c(Cc3cccn3C)nnc2SCC(=O)Nc2cccc(Cl)c2)cc1
  -2, 0.2, 0.3, -9, 14, -47, -1, 3
CCCNC(=O)[C@@H]1[C@@H](CO)[C@@H]2Cn3c(ccc(C4=CCCCC4)c3=O)[C@@H]2N1C(=O)c1cnccn1
  4, -0.1, -0.3, -7, ., -17, 2, -2
Oc1ccccc1/C=N/[n+]1ccccc1
  -4, -0.1, ., -7, 6, 58*, 0, -18
O=C1CN(C(=O)CSc2nc3ccccc3c(=O)n2CC2CCCO2)c2ccccc2N1 (stereo not given)
  0, 0.2, 0.4, ., -4, -1, ., -4
CCOC(=O)[C@@H]1[C@H]2COc3ccc(Br)cc3[C@@H]2N2C(=O)N(c3ccc(F)cc3)C(=O)[C@@]12C
  -3, 0.0, 0.1, 10, 3, -11, -4, 8
C[C@H]1CN([C@@H](C)CO)C(=O)c2cc(C#Cc3ccc(F)cc3)cnc2O[C@H]1CN(C)Cc1ccccn1
  14, 0.1, 0.3, 1, ., -16, -1, -7
C#CCOc1ccc(Cl)cc1/C=N/O
  -1, ., ., 6, ., 10, 1, -17
COc1ccc(S(=O)(=O)N[C@@H]2CC[C@@H](CCn3cc(-c4ccccc4F)nn3)O[C@@H]2CO)cc1
  5, -0.1, -0.3, 7, 0, 8, -4, 13
Cc1ccc(C(=O)OCC(=O)N2CC(C)CC(C)C2)cc1S(=O)(=O)N1CCOCC1 (stereo not given)
  -7, 0.0, 0.0, 4, -1, -13, -8, .
Cc1cc(N2CCNC[C@H]2C)ccc1N1CCN(Cc2ccccc2)[C@@H](C)C1
  0, 0.0, 0.0, ., -7, 33, ., 21
CC(C)/C=N/NC(=O)c1ccc(Cl)cc1
  0, 0.0, ., 6, 13, -11, ., 8
O=C(NCCN1C(=O)C2C3C=CC(C3)C2C1=O)Nc1cccnc1 (stereo not given)
  -2, 0.1, 0.5, -6, 10, -7, 3, -3
O=C(CCN1C(=O)[C@@H]2Cc3ccccc3CN2C1=O)Nc1cccc(F)c1
  1, 0.0, -0.1, ., -1, -4, 0, .
CC(C)N(Cc1ccccc1)C(=S)Nc1ccccc1F
  -4, 0.0, 0.1, 3, 0, 2, ., 11
CNC[C@@H]1Oc2c(NC(=O)Nc3ccccc3)cccc2C(=O)N([C@@H](C)CO)C[C@H]1C
  18&-17, 0.0&0.0, -0.1&0.6, 3&11, 5&13, -2&-11, 4&4, -1&0
CCCCNC(=O)OC1CC2CC1[C@H]1CCCCN1C2=O (stereo not given in full)
  0, 0.0, -0.1, ., -17, -1, ., -5
O=C(CSc1ccc([N+](=O)[O-])cn1)Nc1nccs1
  -1, 0.0, ., -11, 1, -10, 0, .
